Screening results as filed in PubChem BioAssay.
GluA2 TARP mod: GluA2-stargazin AMPA receptor complex modulation | O88602+P19491 | HEK293 GluA2+stargazin, membrane potential dye (FDSS), glutamate EC50; hits were called plate by plate, in both directions | calls only at 30 µM | hit rate 3.5% among 40,000;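 active = any of four per-well response measures lying three or more SD from its plate-wide compound average, in either direction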
Target sequence (O88602 whole entry, looked up): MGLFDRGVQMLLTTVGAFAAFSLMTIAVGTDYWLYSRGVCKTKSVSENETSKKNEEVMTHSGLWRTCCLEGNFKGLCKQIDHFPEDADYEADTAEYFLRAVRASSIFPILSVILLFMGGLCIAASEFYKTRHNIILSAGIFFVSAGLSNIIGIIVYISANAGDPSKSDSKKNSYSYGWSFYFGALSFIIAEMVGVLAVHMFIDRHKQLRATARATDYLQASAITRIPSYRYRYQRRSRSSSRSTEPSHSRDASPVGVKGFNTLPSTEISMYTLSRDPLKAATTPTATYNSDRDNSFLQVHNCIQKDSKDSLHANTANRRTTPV
Target sequence (P19491 whole entry, looked up): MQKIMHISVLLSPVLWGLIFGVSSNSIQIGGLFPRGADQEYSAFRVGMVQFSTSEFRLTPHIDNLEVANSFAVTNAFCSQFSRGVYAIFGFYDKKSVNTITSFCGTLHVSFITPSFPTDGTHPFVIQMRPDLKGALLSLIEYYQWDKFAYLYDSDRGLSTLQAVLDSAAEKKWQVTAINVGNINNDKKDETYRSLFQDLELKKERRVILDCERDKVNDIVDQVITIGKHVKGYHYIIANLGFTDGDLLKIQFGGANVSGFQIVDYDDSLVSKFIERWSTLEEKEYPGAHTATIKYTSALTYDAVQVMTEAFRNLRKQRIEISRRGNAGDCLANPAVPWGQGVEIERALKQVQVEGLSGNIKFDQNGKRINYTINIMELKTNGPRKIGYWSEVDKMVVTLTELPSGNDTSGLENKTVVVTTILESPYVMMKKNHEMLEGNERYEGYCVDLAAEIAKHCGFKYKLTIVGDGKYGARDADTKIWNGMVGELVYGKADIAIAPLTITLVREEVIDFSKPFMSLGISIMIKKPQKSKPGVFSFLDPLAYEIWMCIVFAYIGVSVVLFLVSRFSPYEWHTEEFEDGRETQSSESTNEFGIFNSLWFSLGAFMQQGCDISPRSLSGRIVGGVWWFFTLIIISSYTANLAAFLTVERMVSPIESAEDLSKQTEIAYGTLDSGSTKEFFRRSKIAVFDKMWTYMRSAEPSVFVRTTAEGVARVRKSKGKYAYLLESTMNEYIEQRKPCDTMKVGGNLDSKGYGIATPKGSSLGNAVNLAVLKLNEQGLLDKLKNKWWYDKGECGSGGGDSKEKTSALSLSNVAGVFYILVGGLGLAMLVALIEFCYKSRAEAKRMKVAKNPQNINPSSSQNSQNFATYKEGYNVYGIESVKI
GluA2 TARP mod agonism max-min: further read-out of GluA2 TARP mod, marked with its call; compound max-min signal; compound-alone response (agonism);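 unitless range of fluorescence divided by baseline over first 100 seconds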
GluA2 TARP mod glutamate slope: second read-out of GluA2 TARP mod, no call of its own (marks repeat the call); glutamate slope, % of max; measured here: glutamate response slope, % max;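 scaled per plate between vehicle wells and maximal 1 mM glutamate control wells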
* marks the source's active call; other numbers are inactive results. A portion of the library (hit frequency here may not be typical).

Results for Cc1nc(N(C)CCO)nc(NCc2ccccc2)c1[N+](=O)[O-] ?
GluA2 TARP mod: inactive; GluA2 TARP mod agonism max-min: 0.13; GluA2 TARP mod glutamate slope: 49

How did CCSc1nn(CC(=O)Nc2cccc(SC)c2)c(N)c1S(=O)(=O)c1ccc(C)cc1 do in these assays?
GluA2 TARP mod: inactive; GluA2 TARP mod agonism max-min: 0.12; GluA2 TARP mod glutamate slope: 51

Results for CC(=O)Nc1ccc(S(=O)(=O)Nc2ccc3c(c2)N(C(=O)c2ccccc2)CCC3)cc1 ?
GluA2 TARP mod: inactive; GluA2 TARP mod agonism max-min: 0.096; GluA2 TARP mod glutamate slope: 56

What do the screens show for `CN(C)S(=O)(=O)c1ccc2nc(NC(=O)C3CCCCN3S(C)(=O)=O)sc2c1` (centres undefined)?
GluA2 TARP mod: inactive; GluA2 TARP mod agonism max-min: 0.12; GluA2 TARP mod glutamate slope: 56

How did Cc1cccc(-n2ncc3c(=O)[nH]c(-n4nc(C)cc4NC(=O)C4CC4)nc32)c1 do in these assays?
GluA2 TARP mod: inactive; GluA2 TARP mod agonism max-min: 0.095; GluA2 TARP mod glutamate slope: 56

Results for Cc1cc(C)n(CCN2CCCN(S(=O)(=O)c3c(F)cccc3F)CC2)n1 ?
GluA2 TARP mod: inactive; GluA2 TARP mod agonism max-min: 0.056; GluA2 TARP mod glutamate slope: 47

How did O=C(CSc1cc(N2CCCCC2)ncn1)Nc1ccc(F)c(Cl)c1 do in these assays?
GluA2 TARP mod: inactive; GluA2 TARP mod agonism max-min: 0.085; GluA2 TARP mod glutamate slope: 77

How did CCOc1ccc(OCC(=O)Nc2cc(C(=O)N3CCCC3)cn(C)c2=O)cc1 do in these assays?
GluA2 TARP mod: inactive; GluA2 TARP mod agonism max-min: 0.11; GluA2 TARP mod glutamate slope: 53

How did COC(=O)C1=C(C)N(Cc2ccccc2)C(=O)NC1c1cccc(OCc2ccccc2)c1 (centres undefined) do in these assays?
GluA2 TARP mod: inactive; GluA2 TARP mod agonism max-min: 0.084; GluA2 TARP mod glutamate slope: 55

What do the screens show for `COC(=O)c1sccc1S(=O)(=O)N(CC(=O)Nc1ccc(OC)cc1)c1ccccc1`?
GluA2 TARP mod: inactive; GluA2 TARP mod agonism max-min: 0.036; GluA2 TARP mod glutamate slope: 34

Reprinted from the entries so far (three entries):
How did CCSc1nn(CC(=O)Nc2cccc(SC)c2)c(N)c1S(=O)(=O)c1ccc(C)cc1 do in these assays?
GluA2 TARP mod: inactive; GluA2 TARP mod agonism max-min: 0.12; GluA2 TARP mod glutamate slope: 51

Results for CC(=O)Nc1ccc(S(=O)(=O)Nc2ccc3c(c2)N(C(=O)c2ccccc2)CCC3)cc1 ?
GluA2 TARP mod: inactive; GluA2 TARP mod agonism max-min: 0.096; GluA2 TARP mod glutamate slope: 56

What do the screens show for `CN(C)S(=O)(=O)c1ccc2nc(NC(=O)C3CCCCN3S(C)(=O)=O)sc2c1` (centres undefined)?
GluA2 TARP mod: inactive; GluA2 TARP mod agonism max-min: 0.12; GluA2 TARP mod glutamate slope: 56

Structures from the list above that contain an aryl thioether with sulfur outside any ring, in the order listed:
How did CCSc1nn(CC(=O)Nc2cccc(SC)c2)c(N)c1S(=O)(=O)c1ccc(C)cc1 do in these assays?
GluA2 TARP mod: inactive; GluA2 TARP mod agonism max-min: 0.12; GluA2 TARP mod glutamate slope: 51

How did O=C(CSc1cc(N2CCCCC2)ncn1)Nc1ccc(F)c(Cl)c1 do in these assays?
GluA2 TARP mod: inactive; GluA2 TARP mod agonism max-min: 0.085; GluA2 TARP mod glutamate slope: 77

(listing goes on)
Results for CCSc1ccc(CC(=O)Nc2nc3cc(OC)c(OC)cc3s2)cc1 ?
GluA2 TARP mod: inactive; GluA2 TARP mod agonism max-min: 0.073; GluA2 TARP mod glutamate slope: 57

What do the screens show for `Cc1cccc(-c2noc(-c3cn(CC(=O)NCc4ccccc4)c4nc(C)ccc4c3=O)n2)c1`?
GluA2 TARP mod: inactive; GluA2 TARP mod agonism max-min: 0.025; GluA2 TARP mod glutamate slope: 30

How did O=C(NCCCO)C(=O)Nc1c2c(nn1-c1ccccc1)CS(=O)(=O)C2 do in these assays?
GluA2 TARP mod: inactive; GluA2 TARP mod agonism max-min: 0.093; GluA2 TARP mod glutamate slope: 59

How did Cc1cccc(-n2c(=O)c3c(c4cc(C)ccc4n3C)n(CC(=O)Nc3c(C)cc(C)cc3C)c2=O)c1 do in these assays?
GluA2 TARP mod: inactive; GluA2 TARP mod agonism max-min: 0.081; GluA2 TARP mod glutamate slope: 26

How did O=C1NC(c2ccc3c(c2)OCO3)C(C(=O)c2ccccc2)C(O)(C(F)(F)F)N1 (centres undefined) do in these assays?
GluA2 TARP mod: inactive; GluA2 TARP mod agonism max-min: 0.085; GluA2 TARP mod glutamate slope: 63

How did COc1cc(OC)cc(C(=O)NCC(c2cccc3ccccc23)N(C)C)c1 (centres undefined) do in these assays?
GluA2 TARP mod: inactive; GluA2 TARP mod agonism max-min: 0.087; GluA2 TARP mod glutamate slope: 61

What do the screens show for `CC1CCN(S(=O)(=O)c2ccc(C(=O)Nc3ccc4ncsc4c3)cc2)CC1`?
GluA2 TARP mod: inactive; GluA2 TARP mod agonism max-min: 0.05; GluA2 TARP mod glutamate slope: 47

Results for CSc1ccc(C2C3=C(CCCC3=O)NC3=C2C(=O)CCC3)cc1 ?
GluA2 TARP mod: inactive; GluA2 TARP mod agonism max-min: 0.075; GluA2 TARP mod glutamate slope: 29

How did NC(=O)c1ccccc1NC(=O)CN1C(=O)c2ccccc2S1(=O)=O do in these assays?
GluA2 TARP mod: inactive; GluA2 TARP mod agonism max-min: 0.11; GluA2 TARP mod glutamate slope: 56

How did Cc1cc(C)n(CCN2CCN(S(=O)(=O)c3ccc(F)c(Cl)c3)CC2)n1 do in these assays?
GluA2 TARP mod: inactive; GluA2 TARP mod agonism max-min: 0.14; GluA2 TARP mod glutamate slope: 80

Results for CC(O)(CNC(=O)c1cc(Br)ccc1Cl)c1ccc2c(c1)OCO2 (centres undefined) ?
GluA2 TARP mod: inactive; GluA2 TARP mod agonism max-min: 0.094; GluA2 TARP mod glutamate slope: 48

Results for Cc1onc(-c2ccccc2Cl)c1C(=O)N1c2ccccc2CC1C(N)=O (centres undefined) ?
GluA2 TARP mod: inactive; GluA2 TARP mod agonism max-min: 0.05; GluA2 TARP mod glutamate slope: 33

What do the screens show for `COc1ccc(NC(=O)C2CC(=O)N=C(N)S2)c(OC)c1` (centres undefined)?
GluA2 TARP mod: inactive; GluA2 TARP mod agonism max-min: 0.075; GluA2 TARP mod glutamate slope: 30

How did O=C(Cn1c(=O)oc2ccccc21)Nc1onc2c1CSC2 do in these assays?
GluA2 TARP mod: inactive; GluA2 TARP mod agonism max-min: 0.097; GluA2 TARP mod glutamate slope: 61

Results for COc1ccc(CCNC(=O)c2cc3cccnc3n(C)c2=O)cc1OC ?
GluA2 TARP mod: inactive; GluA2 TARP mod agonism max-min: 0.036; GluA2 TARP mod glutamate slope: 58

How did O=C(COc1ncccn1)N1CCN(c2ncccn2)CC1 do in these assays?
GluA2 TARP mod: inactive; GluA2 TARP mod agonism max-min: 0.089; GluA2 TARP mod glutamate slope: 48

How did Cc1n[nH]c(C)c1S(=O)(=O)Nc1ccc(CC(=O)NCC(F)(F)F)cc1 do in these assays?
GluA2 TARP mod: inactive; GluA2 TARP mod agonism max-min: 0.06; GluA2 TARP mod glutamate slope: 38

Results for COc1cc(NC(=O)N2c3ccccc3CC2C(N)=O)cc(OC)c1OC (centres undefined) ?
GluA2 TARP mod: inactive; GluA2 TARP mod agonism max-min: 0.054; GluA2 TARP mod glutamate slope: 50

Results for O=C(NCc1cccnc1)C(=O)Nc1ccc(F)c([N+](=O)[O-])c1 ?
GluA2 TARP mod: inactive; GluA2 TARP mod agonism max-min: 0.1; GluA2 TARP mod glutamate slope: 69

How did O=C(NCCCc1ccccc1)C(=O)NCc1ccc(F)cc1 do in these assays?
GluA2 TARP mod: inactive; GluA2 TARP mod agonism max-min: 0.088; GluA2 TARP mod glutamate slope: 57

Results for Cc1cc(=O)[nH]c(O)c1C#N ?
GluA2 TARP mod: inactive; GluA2 TARP mod agonism max-min: 0.11; GluA2 TARP mod glutamate slope: 53

What do the screens show for `COc1ccc(Cl)cc1S(=O)(=O)NCC(O)c1cccn1C` (centres undefined)?
GluA2 TARP mod: inactive; GluA2 TARP mod agonism max-min: 0.14; GluA2 TARP mod glutamate slope: 65

Results for CCOc1ccc(Br)cc1S(=O)(=O)Nc1cccc(-c2ccc(=O)n(C)n2)c1 ?
GluA2 TARP mod: inactive; GluA2 TARP mod agonism max-min: 0.039; GluA2 TARP mod glutamate slope: 54

What do the screens show for `COc1ccc(NC(=O)c2snnc2C)cc1N1CCCCC1=O`?
GluA2 TARP mod: inactive; GluA2 TARP mod agonism max-min: 0.1; GluA2 TARP mod glutamate slope: 61

What do the screens show for `Cc1ccc(Nc2ccc(NC(=O)c3snnc3C)cc2)nn1`?
GluA2 TARP mod: inactive; GluA2 TARP mod agonism max-min: 0.12; GluA2 TARP mod glutamate slope: 60

Results for O=C(COc1ccccc1F)N1CCN(c2ccc3nnc(C4CC4)n3n2)CC1 ?
GluA2 TARP mod: inactive; GluA2 TARP mod agonism max-min: 0.11; GluA2 TARP mod glutamate slope: 45

How did COc1ccc(S(=O)(=O)N2CCCOC2CNC(=O)C(=O)NC2CCCCCC2)cc1OC (centres undefined) do in these assays?
GluA2 TARP mod: inactive; GluA2 TARP mod agonism max-min: 0.081; GluA2 TARP mod glutamate slope: 57

How did CC1CCCC(C)N1C(=O)CN1C(=O)c2ccccc2S1(=O)=O (centres undefined) do in these assays?
GluA2 TARP mod: inactive; GluA2 TARP mod agonism max-min: 0.083; GluA2 TARP mod glutamate slope: 47

Results for Cc1nc(C)c(CC(=O)Nc2nc3ccc(S(C)(=O)=O)cc3s2)s1 ?
GluA2 TARP mod: inactive; GluA2 TARP mod agonism max-min: 0.17; GluA2 TARP mod glutamate slope: 59

Results for COc1ccc(C)cc1S(=O)(=O)NCC1CCN(Cc2ccccc2)CC1 ?
GluA2 TARP mod: inactive; GluA2 TARP mod agonism max-min: 0.069; GluA2 TARP mod glutamate slope: 52

What do the screens show for `CCOCCn1c(=O)c2c(nc3n(-c4ccccc4F)c(C)c(C)n23)n(C)c1=O`?
GluA2 TARP mod: inactive; GluA2 TARP mod agonism max-min: 0.11; GluA2 TARP mod glutamate slope: 51

Results for C=C(C)Cn1c(=O)c2c(nc3n(CC(=O)OCC)c(C)cn23)n(C)c1=O ?
GluA2 TARP mod: inactive; GluA2 TARP mod agonism max-min: 0.11; GluA2 TARP mod glutamate slope: 56

Results for Cc1ccc(C(=O)Nc2ccc(C(=O)NCCNC(=O)C3CC3)cc2)cc1 ?
GluA2 TARP mod: inactive; GluA2 TARP mod agonism max-min: 0.085; GluA2 TARP mod glutamate slope: 53

What do the screens show for `O=S(=O)(CCCOc1ccc(F)cc1)NCc1ccc(F)cc1`?
GluA2 TARP mod: inactive; GluA2 TARP mod agonism max-min: 0.14; GluA2 TARP mod glutamate slope: 63

How did COc1ccc(NC(=O)CSc2ccc(-c3ccccc3C)nn2)cc1OC do in these assays?
GluA2 TARP mod: inactive; GluA2 TARP mod agonism max-min: 0.068; GluA2 TARP mod glutamate slope: 44

Results for COc1ccc(NC(=O)Nc2ccc(-c3ccc(N4CCCC4)nn3)cc2)cc1OC ?
GluA2 TARP mod: inactive; GluA2 TARP mod agonism max-min: 0.084; GluA2 TARP mod glutamate slope: 41

Results for Cc1ccc(S(=O)(=O)N2CCCC(C(=O)Nc3cc(C)no3)C2)cc1 (centres undefined) ?
GluA2 TARP mod: inactive; GluA2 TARP mod agonism max-min: 0.081; GluA2 TARP mod glutamate slope: 61

What do the screens show for `COc1cccc(-c2cc(CC(=O)Nc3ccc(C(N)=O)cc3)no2)c1`?
GluA2 TARP mod: inactive; GluA2 TARP mod agonism max-min: 0.052; GluA2 TARP mod glutamate slope: 32

What do the screens show for `COc1nn(C)cc1-c1nnc(SCC(=O)Nc2ccccc2C(F)(F)F)n1C`?
GluA2 TARP mod: inactive; GluA2 TARP mod agonism max-min: 0.088; GluA2 TARP mod glutamate slope: 57

Results for Cn1ccnc1N1CCN(C(=O)c2cc(Cl)ccc2Cl)CC1 ?
GluA2 TARP mod: inactive; GluA2 TARP mod agonism max-min: 0.053; GluA2 TARP mod glutamate slope: 58

Pulled by structure from the list above, two records:
What do the screens show for `CCOCCn1c(=O)c2c(nc3n(-c4ccccc4F)c(C)c(C)n23)n(C)c1=O`?
GluA2 TARP mod: inactive; GluA2 TARP mod agonism max-min: 0.11; GluA2 TARP mod glutamate slope: 51

What do the screens show for `COc1cccc(-c2cc(CC(=O)Nc3ccc(C(N)=O)cc3)no2)c1`?
GluA2 TARP mod: inactive; GluA2 TARP mod agonism max-min: 0.052; GluA2 TARP mod glutamate slope: 32

Later entries
What do the screens show for `CCCc1ccc(C(=O)NCC(O)c2ccsc2)cc1` (centres undefined)?
GluA2 TARP mod: inactive; GluA2 TARP mod agonism max-min: 0.1; GluA2 TARP mod glutamate slope: 63

What do the screens show for `COc1ccccc1-c1ccc(=O)n(CC(=O)NCCc2ccc(S(N)(=O)=O)cc2)n1`?
GluA2 TARP mod: inactive; GluA2 TARP mod agonism max-min: 0.094; GluA2 TARP mod glutamate slope: 88

What do the screens show for `Cn1cccc1C(O)CNC(=O)CCc1ccccc1` (centres undefined)?
GluA2 TARP mod: inactive; GluA2 TARP mod agonism max-min: 0.1; GluA2 TARP mod glutamate slope: 67

What do the screens show for `CCOC(=O)NCCc1ccsc1`?
GluA2 TARP mod: inactive; GluA2 TARP mod agonism max-min: 0.029; GluA2 TARP mod glutamate slope: 34
